Sm TGR inh = inhibitors of Schistosoma mansoni thioredoxin glutathione reductase. AID 485364. Potency, µM (top dose mostly 114 µM), without a hit: at the top dose activity change, negative = inhibition, most hits filed as inhibitors. 360,000 compounds, 3% hits. purified TGR, DTNB reduction, TNB absorbance 405 nm. Q962Y6; active = well fitted inhibition curve with a large enough effect; inconclusive = small, poorly fitted or top-dose-only effect; inactive = no such curve, though single readings can be large or run the other way; note: nearly all actives have a fitted effect of over 60% in size
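Kinetic colorimetric format: TGR-catalysed, NADPH-driven DTNB reduction monitored via TNB absorbance. Enzyme dispensed at 20 nM; compound exposure 15 min at room temperature before reaction start.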
An asterisk follows results filed as active; ? = inconclusive; [ ] = remark or other dose. % is set by controls: 0 for no effect and ±100 for the full control effect; potency is the fitted concentration of half-maximal effect. Some of the compounds tested, so the mix of outcomes need not match the whole.

SMILES	Sm TGR inh
CCCCOc1ccc(CNC(=O)c2ccc3c(c2)N(C)C(=O)C2CCCCN32)cc1 (stereo unspecified)	-5%
COc1cccc(C(=O)Nc2c3c(nn2-c2ccc(C)cc2C)CS(=O)(=O)C3)c1OC	?
O=C(CSc1nc(=O)[nH]c2c1CCCC2)Nc1cc(C(F)(F)F)ccc1Cl	0%
Cc1ccc(NC(=O)Cn2c(=O)n(-c3ccc(C)cc3)c(=O)c3ccc(C(=O)NCc4ccccc4Cl)cc32)cc1	9%
COc1ccc(-n2ncc3c(N4CCN(c5cccc(C)c5)C(C)C4)ncnc32)cc1 (stereo unspecified)	0%
CC1=C(C(=O)Nc2ccc(C)cc2C)C(c2ccc(C(C)C)cc2)n2nc(C(F)(F)F)nc2N1 (stereo unspecified)	0%
CCC(=O)Nc1ccccc1-c1nc2ccccc2n(C(C)C(=O)Nc2ccc(OC)cc2)c1=O (stereo unspecified)	-13%
CCOc1ccccc1NC(=O)Cn1c(=O)n(Cc2ccccc2)c(=O)c2c(C)c(C(=O)N(C)C)sc21	-2%
O=C(NC1CC(=O)N(c2ccc(F)cc2)C1)c1ccc(S(=O)(=O)N2CCCCC2)cc1 (stereo unspecified)	3%
O=C1C(c2ccc(F)cc2)N(Cc2ccccc2Cl)C(=O)CN1C1CCCCC1 (stereo unspecified)	4%
CCCN(C(=O)c1cc2c(s1)-c1c(C)cccc1OC2)c1ccc(OCC)cc1	16%
Cc1ccc(N2CC(c3nc4ccccc4n3CCC3CCCCC3)CC2=O)cc1 (stereo unspecified)	-17%
COc1ccc2oc(=O)c(C(=O)N3CCN(c4ccc(C)cc4)CC3)cc2c1	10%
Cc1ccc(NC2=C(c3ccc(C(F)(F)F)cc3)C(=O)c3ccccc32)cc1C	-33%
CCOc1ccc(OCC)c(-n2cnnn2)c1	-8%
COc1ccc(CCNC(=O)c2cc(=O)c3cc(C)cc(C)c3o2)cc1OC	5%
CCc1ccc2oc(-c3ccc(NC(=O)c4cc(OC)c(OC)c(OC)c4)cc3)nc2c1	-1%
Cc1ccc(NC(=O)CSc2nnc(-c3cc4occc4n3C)n2-c2ccccc2C)c(C)c1	1%
Cc1nn(CC(=O)NC2CC2)c(=O)c2cc3ccccc3n12	2%
O=C1CC(c2nc3ccccc3n2CCCOc2ccccc2)CN1c1ccc(F)cc1 (stereo unspecified)	0%
CCNC(=O)C1CCN(c2nc3ccccc3nc2C(F)(F)F)CC1	11%
Cc1ccc(-n2nc(CO)c(C(=O)NCCO)n2)cc1	-2%
CCOC(=O)c1c(C)[nH]c(C)c1S(=O)(=O)NCC(=O)N1CCN(c2ccccc2F)CC1	5%
COc1ccc(NC(=O)COCc2cc(-c3ccco3)on2)cc1	0%
Cc1oc2ncnc(N3CCCCC3)c2c1C(=O)NCC1CCN(Cc2cccc(F)c2)CC1	3%
CCOc1ccc(CNC(=O)c2ccc3[nH]c(C)c(C)c3c2)cc1OC	-21%
CCN(C(=O)CSc1nc2ccccc2n1CC(=O)Nc1ccccc1C)c1ccccc1	-6%
COc1ccc(NC(=O)c2ccco2)cc1NC(=O)COc1ccc(C)c(C)c1	-5%
CCc1cnc2c(c1SCC(=O)c1ccccc1)c(=O)n(C)c(=O)n2C	0%
O=C(NCCc1nc2ccccc2n1Cc1ccc(Cl)cc1)c1ccccc1	-12%
CCn1c(=O)c2cc(C(=O)NCCc3ccc(OC)c(OC)c3)sc2c2ccccc21	-2%
COCC(C)NC(=O)c1cnn2c(C(F)F)cc(-c3ccccc3)nc12 (stereo unspecified)	19%
Cc1cc(=O)[nH]c2nnc(SCc3ccc(Cl)cc3Cl)n12	-2%
Cn1c(=O)c2sccc2n2c(CCCC(=O)NC3CCCCC3)nnc12	-5%
CCN(CC)C(=O)Cn1c(=O)nc(-c2ccccc2F)c2cc(Cl)ccc21	6%
COc1ccc(CC(=O)NCCc2csc(-c3cccc(F)c3)n2)cc1OC	-5%
Cc1ccc(C)c(NC(=O)CSc2nnc(CNC(=O)c3ccccc3)n2-c2ccccc2)c1	2%
CCc1ccc(C(=O)c2cn(CC(=O)Nc3ccc(C)c(C)c3)c3ccccc3c2=O)cc1	-14%
COc1ccc(CCC(=O)NC2CC(=O)N(c3cccc(F)c3)C2)cc1 (stereo unspecified)	1%
COc1ccc(NC(=O)Cn2c(=O)c3ccccc3n3nncc23)cc1Cl	5%

A portion from further up:
SMILES	Sm TGR inh
CCOc1ccc(CNC(=O)c2ccc3[nH]c(C)c(C)c3c2)cc1OC	-21%
CCN(C(=O)CSc1nc2ccccc2n1CC(=O)Nc1ccccc1C)c1ccccc1	-6%
COc1ccc(NC(=O)c2ccco2)cc1NC(=O)COc1ccc(C)c(C)c1	-5%
CCc1cnc2c(c1SCC(=O)c1ccccc1)c(=O)n(C)c(=O)n2C	0%
O=C(NCCc1nc2ccccc2n1Cc1ccc(Cl)cc1)c1ccccc1	-12%
CCn1c(=O)c2cc(C(=O)NCCc3ccc(OC)c(OC)c3)sc2c2ccccc21	-2%
COCC(C)NC(=O)c1cnn2c(C(F)F)cc(-c3ccccc3)nc12 (stereo unspecified)	19%
Cc1cc(=O)[nH]c2nnc(SCc3ccc(Cl)cc3Cl)n12	-2%
Cn1c(=O)c2sccc2n2c(CCCC(=O)NC3CCCCC3)nnc12	-5%
CCN(CC)C(=O)Cn1c(=O)nc(-c2ccccc2F)c2cc(Cl)ccc21	6%
COc1ccc(CC(=O)NCCc2csc(-c3cccc(F)c3)n2)cc1OC	-5%
Cc1ccc(C)c(NC(=O)CSc2nnc(CNC(=O)c3ccccc3)n2-c2ccccc2)c1	2%
CCc1ccc(C(=O)c2cn(CC(=O)Nc3ccc(C)c(C)c3)c3ccccc3c2=O)cc1	-14%
COc1ccc(CCC(=O)NC2CC(=O)N(c3cccc(F)c3)C2)cc1 (stereo unspecified)	1%
COc1ccc(NC(=O)Cn2c(=O)c3ccccc3n3nncc23)cc1Cl	5%

Going on with the list:
SMILES	Sm TGR inh
CCOc1ccccc1NC(=O)CN1C(=O)CC(c2ccc(OC)c(OC)c2)Sc2ccccc21 (stereo unspecified)	-2%
Cc1ccccc1CNC(=O)C1CCN(c2nnc(-n3c(C)ccc3C)s2)CC1	-29%
COc1ccc(NC(=O)CSc2oc(-c3ccc(F)cc3)nc2S(=O)(=O)c2ccc(C)cc2)c(OC)c1	45µM*
O=C(Cn1cc(S(=O)(=O)c2ccc(Cl)cc2)c(=O)c2ccccc21)Nc1ccc2c(c1)OCO2	-3%
Cc1c(Cl)cccc1NC(=O)c1ccc2c(c1)CCN2S(=O)(=O)c1ccccc1	1%
CCOc1ccc(CN2C(=O)c3ccccc3Sc3ccc(C(=O)NCCc4ccccc4)cc32)cc1	5%
COc1cccc(C2CC(=O)Nc3c2c(=O)nc2c(C)cccn32)c1 (stereo unspecified)	0%
COc1cccc(Cn2c(SCc3ccc(C(=O)N4CCCCC4)cc3)nc3ccncc32)c1	-6%
Cc1cccc(NC(=O)C2CCCN(S(=O)(=O)c3c(C)[nH]c(=O)[nH]c3=O)C2)c1C (stereo unspecified)	-5%
CCOC(=O)c1[nH]c2c(c1Cc1ccccc1C)C(=O)CC(c1cc(OC)ccc1OC)C2 (stereo unspecified)	18%
CCCCN1C(=O)C(NC(=O)c2ccc(C(C)(C)C)cc2)(C(F)(F)F)C(C(=O)OC)=C1C (stereo unspecified)	-2%
Cc1cccc(N2CCN(C(=O)c3cc4c(=O)n(C)c5ccccc5c4s3)CC2C)c1 (stereo unspecified)	-14%
CCOC(=O)C1CCN(CCC(=O)Nc2ccccc2OC)CC1	-6%
Cc1ccc(C)c(N2C(=O)N(Cc3cccc(C(F)(F)F)c3)c3ccccc3S2(=O)=O)c1	7%
CN(c1ccc(F)cc1)S(=O)(=O)N1CCCC(C(=O)NCCc2ccccc2)C1 (stereo unspecified)	-13%
CCC(Sc1nc2ccccc2c2nc(CCc3c(C)n[nH]c3C)nn12)C(=O)Nc1ccccc1F (stereo unspecified)	-3%
Cc1ccccc1-c1nc(C(N)=O)c2c(n1)n(-c1ccc3c(c1)OCO3)c(=O)n2C	-13%
CCC1CN(C(=O)Nc2cc(Cl)c(OC)cc2OC)c2ccccc2O1 (stereo unspecified)	0%
CCOC(=O)c1cccc(NC(=O)c2cc(S(=O)(=O)N3CCCC3)cn2C)c1	4%
COc1cccc(-c2nc(SCC(=O)NCC3CCCO3)c(-c3ccc(Cl)cc3)[nH]2)c1 (stereo unspecified)	0%
O=C(CN1C(=O)COc2ccc(S(=O)(=O)N3CCOCC3)cc21)NCc1ccc(Cl)cc1	6%
COc1ccc(N2CCN(Cc3nc4c(c(=O)[nH]c(=O)n4C)n3Cc3ccc(C)cc3)CC2)cc1	5%
Cc1ccc(-c2nnc(Nc3cccc(Cl)c3)c3ccccc23)cc1S(=O)(=O)N1CCCCC1	1%
CCN(CC)CCCNC(=O)c1ccc(Cn2c(SCc3ccccc3)nc3cccnc32)cc1	-13%
CCOC(=O)CSc1nc2sc3c(c2c(=O)n1Cc1ccccc1)CCC(C(C)(C)C)C3 (stereo unspecified)	4%
CC1=C(C(=O)N2CCN(c3cccc(C(F)(F)F)c3)CC2)C2(CCCCC2)OC1=O	-12%
CCc1c(C)sc2c1CCN(C(=O)Nc1cc(Cl)c(OC)cc1OC)C2c1ccccc1 (stereo unspecified)	1%
Cn1cc(C(=O)NCCc2ccccc2)c(=O)c2cc(S(=O)(=O)N3CCCCC3)ccc21	8%
CCOc1ccccc1NC(=O)Cn1ncc2c([nH]c3ccccc32)c1=O	-1%
NC(=O)C1(N2CCCCC2)CCN(C(=O)Nc2ccc(Cl)c(Cl)c2)CC1	2%
Cn1nnnc1SCCCNCc1cccc(OCc2ccccc2Cl)c1	1%
Cc1ccc(NC(=O)CSc2nnc3scc(-c4ccccc4)n23)cc1	-1%
Cc1ccc(CNc2nc3c(S(=O)(=O)c4ccccc4)nnn3c3ccsc23)cc1	0%
CCCCOc1ccc(CNC(=O)c2ccc(-c3nc(CN4CCc5ccccc54)c(C)o3)cc2)cc1	-6%
COc1cccc(NC(=O)c2oc3ccccc3c2NC(=O)c2cc3ccccc3o2)c1	3%
COc1ccc(CNC(=O)c2ccc(CS(=O)(=O)c3ccc(OC)cc3)o2)cc1	-2%
Cc1ccccc1OCc1ccc(-c2nc(C#N)c(NCc3cccnc3)o2)o1	3%
Cc1ccc2nc(-c3cccs3)c(Nc3ccc4c(c3)OCCO4)n2c1	3%
COc1ccc(NC(=O)C(CC(C)C)NC(=O)C2CCCCC2)cc1 (stereo unspecified)	-12%
CCN(C(=O)CN(C)S(=O)(=O)c1ccc2c(c1)n(C)c(=O)c(=O)n2C)c1cccc(C)c1	-11%

3 entries already listed, arranged by SMILES length, falling.
SMILES	Sm TGR inh
O=C(Cn1cc(S(=O)(=O)c2ccc(Cl)cc2)c(=O)c2ccccc21)Nc1ccc2c(c1)OCO2	-3%
Cc1ccc2nc(-c3cccs3)c(Nc3ccc4c(c3)OCCO4)n2c1	3%
Cc1ccc(NC(=O)CSc2nnc3scc(-c4ccccc4)n23)cc1	-1%

Remaining list, next part.
SMILES	Sm TGR inh
Cc1ccc(CNC(=O)C2CCCN(c3nn4cc(-c5ccc(C)cc5)nc4s3)C2)cc1 (stereo unspecified)	-1%
COc1ccc(NC(=O)c2c(C)oc3ccc(O)c(CN4CCC(C)CC4)c23)cc1Cl	1%
Cc1c(O)nc(SCC(=O)Nc2ccc(Cl)cc2Cl)n(-c2ccc(F)cc2)c1=O	1%
O=C(c1ccc2c(c1)N(Cc1ccccc1F)C(=O)c1ccccc1S2(=O)=O)N1CCCCC1	1%
O=C(Cn1ncc2ccsc2c1=O)N1CCN(c2ccccc2)CC1	4%
CCCOc1ccc(CNC(=O)C2CCCN(c3nc4c(C)cc(C)cc4s3)C2)cc1 (stereo unspecified)	5%
COc1ccccc1N1CCN(C2C(=O)c3ccccc3N2C(C)=O)CC1 (stereo unspecified)	7%
CCS(=O)(=O)N1CC(=O)N(c2cccc(C)c2C)C(C)(C(=O)NC2CCCCC2)C1 (stereo unspecified)	3%
CCCCN(C)CCCNC(=O)C1CCN(S(=O)(=O)CCC)CC1	11%
CCN1CCN(C(c2ccccc2)c2sc3nc(-c4ccco4)nn3c2O)CC1 (stereo unspecified)	5%
Cc1ccc(C2C(=O)N(C3CCCCCC3)CC(=O)N2CCC2=CCCCC2)cc1 (stereo unspecified)	43%[activator]
CC(C)(C)OC(=O)N1CCC(c2c(C(=O)NCc3ccccc3)cnn2-c2ccccc2)CC1	7%
CCc1cccc2c(-c3ccccc3)nc(SCC(=O)Nc3ccccc3)nc12	10%
CCc1ccc(NC(=O)CSc2ccc(-c3sc(-c4ccccc4)nc3C)nn2)cc1	-2%
Cc1ccccc1OCC(O)Cn1c(=N)n(CCN2CCCCC2)c2ccccc21 (stereo unspecified)	1%
Cc1ccc(NC(=O)CSc2nnc(NC(=O)NC3CCCCC3)s2)cc1	-1%
COc1ccc(C(=O)Nc2nnc(S(=O)(=O)N3CCN(c4ccc(F)cc4)CC3)s2)cc1	4%
Cc1ccc(-n2nc3c(N4CCC(C(=O)NC5CCC(C)CC5)CC4)nnc(C)c3c2C)cc1 (stereo unspecified)	0%
COc1ccc(-c2nc3ccccc3n2Cc2ccc(C(C)C)cc2)cc1	-7%
CC(C)c1ccc(OC(=O)c2cc(-c3ccc4c(c3)OCCO4)on2)cc1	-1%
CCOc1ccc(CCNc2ncnc3onc(C)c23)cc1OCC	9%
Cc1cc(C)c(S(=O)(=O)NCCc2sc3nc(-c4ccc(F)cc4)nn3c2C)c(C)c1	0%
CCOc1ccc(S(=O)(=O)N(CC(=O)Nc2ccc(OC)c(Cl)c2)c2ccccc2)cc1	1%
Cc1cccc(S(=O)(=O)c2cn(Cc3ccccc3)c3cc(N4CCOCC4)c(F)cc3c2=O)c1	2%

From PubChem
